# M1 ag parental – counter-screen for M1 agonists: effect in parental CHO-K1 cells | hit rate 0.48% among 360,000 | Fluo-8 calcium fluorescence; scaled to maximal ATP response, vehicle zero | activation, % at 3 µM | AID 602248; in the data active = activation above about 15%;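 note: untransfected CHO-K1 host cells lacking M1 receptor as counterscreen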
# M1 ag – activates human CHRM1 receptor; P11229; CHO-K1 hM1, Fluo-8 calcium fluorescence, agonist mode; 0% DMSO, 100% acetylcholine EC100; activation, % at 3 µM; hit rate 0.33% among 360,000;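 active = activation above the run's mean compound activation plus 3 SD, cut at about 16% in these data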;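 note: peak over basal fluorescence ratio within a 140 s kinetic read after compound addition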
# Target sequence (P11229 whole entry, looked up): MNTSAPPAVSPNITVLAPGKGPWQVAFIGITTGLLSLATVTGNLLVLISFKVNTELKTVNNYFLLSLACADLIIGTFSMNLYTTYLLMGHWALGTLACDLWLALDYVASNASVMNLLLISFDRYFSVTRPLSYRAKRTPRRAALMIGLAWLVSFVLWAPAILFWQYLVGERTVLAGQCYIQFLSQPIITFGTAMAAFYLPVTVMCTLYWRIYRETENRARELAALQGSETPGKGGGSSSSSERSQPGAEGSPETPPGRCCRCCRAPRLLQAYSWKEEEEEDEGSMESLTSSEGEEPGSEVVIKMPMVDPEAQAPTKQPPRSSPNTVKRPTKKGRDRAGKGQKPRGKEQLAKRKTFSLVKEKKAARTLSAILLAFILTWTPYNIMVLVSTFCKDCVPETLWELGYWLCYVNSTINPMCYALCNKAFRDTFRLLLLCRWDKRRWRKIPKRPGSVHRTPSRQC
# M1 PAM – human CHRM1 positive allosteric modulation; activation, % at 3 µM; hit rate 0.088% among 360,000; P11229; CHO-K1 hM1, Fluo-8 calcium fluorescence, ACh EC20; 0% = ACh EC20, 100% = maximal ACh; AID 588819; in the data active = activation above about 19%, passing the limit was not always enough
# OXTR potentiator – human OXTR potentiation; P30559; CHO-OTR cells, Fluo-8 calcium fluorescence, potentiator mode; 0% = oxytocin EC15, 100% = EC100; activation, % at 3 µM; hit rate 0.061% among 320,000; AID 2445;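 active = activation above that plate's cutoff, the mean activation of tested compounds plus 3 SD, cut at about 6.6% in these data, passing the limit was not always enough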;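 note: 100% uses oxytocin at 75 nM as the full agonist control; some results filed as inactive read as strong as hits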
#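 test system = CHO-OTR cells, human receptor | compound = single-point 3.0 µM | schedule = 6 min compound pre-incubation at room temperature, 100 s kinetic read | signal = Fluo-8 no-wash calcium dye fluorescence, excitation 470-495 nm, emission 515-575 nm | repeats = single well per compound, singlicate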
# M1 antag – antagonists of human M1 muscarinic receptor | P11229 | CHO-K1 hM1, Fluo-8 calcium fluorescence, ACh EC80 antagonist | inhibition, % at 3 µM | hit rate 1.3% among 360,000 | AID 588852;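 active = percent inhibition above its own plate's cutoff, namely the mean of that plate's compound wells plus 3 SD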;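 note: peak over basal fluorescence ratio during 140 s after agonist addition; 0% = ACh EC80 plus DMSO and 100% = DMSO alone without agonist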
# CHRM4 agonist – agonists of human muscarinic M4 receptor (CHRM4). P08173. CHO-K1 hM4/Gqi5, Fluo-8 calcium fluorescence; vehicle 0%, full acetylcholine response 100%. activation, % at 3 µM. hit rate 0.14% among 360,000;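 active = activation above the run mean over all test wells plus 3 SD, cut at about 32% in these data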;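 note: peak over basal fluorescence ratio per well then scaled between controls; 0% = DMSO wells and 100% = acetylcholine at EC100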
# Target sequence (P08173 whole entry, looked up): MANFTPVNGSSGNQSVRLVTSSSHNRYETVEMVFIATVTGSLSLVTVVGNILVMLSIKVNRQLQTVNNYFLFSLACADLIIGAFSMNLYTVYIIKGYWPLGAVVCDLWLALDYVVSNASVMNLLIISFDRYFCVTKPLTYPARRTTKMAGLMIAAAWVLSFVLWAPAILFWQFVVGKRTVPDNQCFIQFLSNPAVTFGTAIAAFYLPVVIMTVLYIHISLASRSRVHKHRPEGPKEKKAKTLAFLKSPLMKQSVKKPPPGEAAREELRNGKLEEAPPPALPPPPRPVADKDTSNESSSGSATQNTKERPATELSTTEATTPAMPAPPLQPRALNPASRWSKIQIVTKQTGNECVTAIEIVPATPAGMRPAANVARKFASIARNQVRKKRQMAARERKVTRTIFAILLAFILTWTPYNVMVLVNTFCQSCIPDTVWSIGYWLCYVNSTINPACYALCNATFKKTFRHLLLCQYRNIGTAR
# CHO parental Ca – counter-screen for OX1R antagonists: effect in parental CHO cells. hit rate 0.63% among 330,000. inhibition, % at 5.6 µM. parental CHO-K1, ATP-induced calcium, Fluo-8 fluorescence;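 active = inhibition above that plate's mean sample inhibition plus 3 SD, cut at about 26% in these data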;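 note: 0% = ATP-challenged DMSO wells and 100% = DMSO wells without ATP; some compounds past the cut are filed as inactive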
#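 Material – parental CHO cells · Reagent – ATP stimulus · Compound – single nominal dose of 5.6 µM per compound · Detection – Fluo-8 fluorescence · Read-out basis – percent inhibition of calcium signal · Controls – ATP-challenged DMSO wells low, unchallenged DMSO wells high · Repeats – no replicates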
# M4 antag – blocks acetylcholine activation of human M4 receptor. P08173. hit rate 0.73% among 360,000. inhibition, % at 3 µM. CHO-hM4 cells, ACh EC80, Fluo-8 calcium fluorescence;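 active = inhibition above its plate's cutoff, the mean inhibition of sample wells plus 3 SD, cut at about 27% in these data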;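 note: 0% = acetylcholine EC80 with DMSO and 100% = DMSO without agonist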
# CHO-K1 Ca antag – counter-screen for M1 antagonists: effect in parental CHO-K1 cells; ATP-induced calcium, Fluo-8 fluorescence; inhibition, % at 3 µM; AID 602250; hit rate 0.6% among 360,000;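 active = inhibition above a per-plate cutoff, the plate's mean sample inhibition plus 3 SD, cut at about 24% in these data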;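 note: 0% = DMSO plus EC80 ATP and 100% = DMSO alone without ATP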
# * marks the source's active call; other numbers are inactive results; · = no result given.
SMILES,M1 ag parental,M1 ag,M1 PAM,OXTR potentiator,M1 antag,CHRM4 agonist,CHO parental Ca,M4 antag,CHO-K1 Ca antag
C/C(N)=C(/C#N)C(=O)COC(=O)Cc1coc2cc(C)ccc12,2.1,-5,0,-4,4,7,-5,10,-10
CC(C)[C@H](NS(=O)(=O)c1ccc2c(c1)OCCO2)C(=O)OCC(=O)Nc1ccccc1,2.2,-5,-1,-1,-10,5,-5,-5,-8
CNC(=O)NC1CCCCc2sccc21 (stereo not given),-0.2,-2,5,0,-6,0,0,9,2
Cc1cccc(NC(=O)CSc2nc3c(oc4ccccc43)c(=O)n2-c2ccccc2)c1,0.6,-7,5,-2,2,1,-28,2,-2
COc1ccc(/C=C2/SC(=S)NC2=O)cc1OCc1ccccc1,0.4,-2,9,-5,-15,1,-14,1,-1
O=C(CSc1nnc(-c2ccccc2F)o1)NC(=O)Cc1ccccc1,1.2,-2,1,-9,1,2,-18,-1,-5
O=C(C1CCCN(S(=O)(=O)c2cccnc2)C1)N1CCN(c2ccccn2)CC1 (stereo not given),1.3,-7,7,3,-12,3,-12,1,-5
Cc1ccccc1C1NC(c2ccccc2C)C(C)C(=O)C1C (stereo not given),-1.4,-7,3,-15,-7,-2,-25,-10,-12
COc1ccc(S(=O)(=O)N2CCC(N3CCN(c4ccccc4OC)CC3)CC2)cc1,-1.0,-7,-7,4,3,1,-11,-12,-1
Cc1ccn2c(=O)nc(SCC(=O)NCCc3ccccc3)nc2c1,0.1,-2,1,3,5,0,-9,0,3
O=C(C[C@H]1C[C@H](C(=O)N2CCOCC2)[C@@]2(CCC3CCCC3)c3[nH]c4cc(-c5ccco5)ccc4c3CCN2C1=O)NCC12CC3CC(CC(C3)C1)C2,0.5,-2,11,·,-12,1,-29,-1,-10
COc1cc(Br)cc(CN2CCN(C/C=C/c3ccccc3)CC2)c1O,3.5,-13,-32,-5,96*,8,-28,-2,-24
Cc1nn2c(-c3ccc(Cl)cc3)ccnc2c1-c1ccccc1,0.3,-4,5,·,-6,0,·,1,-16
Cc1cc(OCCCC(=O)Nc2nnc(C3CC3)s2)ccc1Cl,0.0,-1,11,-3,-14,3,-18,-19,-15
O=C(NC(c1ccccc1)C(Cl)Cl)c1ccccc1 (stereo not given),0.5,-4,3,-6,-8,1,0,-3,-9
CSc1ccccc1NC(=O)c1ccncc1,0.0,-3,7,-4,-3,0,4,-6,-8
O=C(Nc1ccc(OC(F)F)c(Cl)c1)C(c1ccccc1)c1ccccc1,2.6,-8,-14,-12,15,4,-12,0,10
Cn1nc(C2CC2)cc1NC(=O)C1(C)CCN1C(=O)CC(c1ccccc1)c1ccccc1 (stereo not given),0.0,-9,4,·,-18,0,·,-17,-20
O=C(Nc1ccccc1F)C1CC1c1ccccc1 (stereo not given),-0.3,-9,2,-6,-4,0,-11,-4,-12
CN(C)c1ccc(NC(=S)NC23CC4CC(CC(C4)C2)C3)cc1,-0.4,-7,-5,-10,3,0,-6,13,-17
O=C(NC(Cc1ccccc1)C(=O)O)/C(=C\c1ccccc1F)NC(=O)c1ccccc1 (stereo not given),0.3,-6,5,-4,-1,0,-8,-1,11
COc1cc2c(-c3cc(F)cc(F)c3)c(-c3ccsc3)oc(=O)c2cc1OC,-0.4,-2,5,-6,8,0,-11,2,-11
CCNC(=S)Nc1ccc(N(c2ccccc2)C(C)C)cc1,1.5,-8,-12,-4,16,0,-14,8,-3
Nc1ccc(NC(=O)CCN2CCOCC2)cc1,0.3,-3,3,·,-12,0,·,4,-6
CC(NC(=O)CN(c1ccccc1F)S(C)(=O)=O)c1ccccc1 (stereo not given),0.1,-3,4,1,-18,1,-4,-2,-9

# Some of these compounds in order of number of heavy atoms, rising:
SMILES,M1 ag parental,M1 ag,M1 PAM,OXTR potentiator,M1 antag,CHRM4 agonist,CHO parental Ca,M4 antag,CHO-K1 Ca antag
CNC(=O)NC1CCCCc2sccc21 (stereo not given),-0.2,-2,5,0,-6,0,0,9,2
Nc1ccc(NC(=O)CCN2CCOCC2)cc1,0.3,-3,3,·,-12,0,·,4,-6
O=C(Nc1ccccc1F)C1CC1c1ccccc1 (stereo not given),-0.3,-9,2,-6,-4,0,-11,-4,-12
CCNC(=S)Nc1ccc(N(c2ccccc2)C(C)C)cc1,1.5,-8,-12,-4,16,0,-14,8,-3
Cc1nn2c(-c3ccc(Cl)cc3)ccnc2c1-c1ccccc1,0.3,-4,5,·,-6,0,·,1,-16
CC(NC(=O)CN(c1ccccc1F)S(C)(=O)=O)c1ccccc1 (stereo not given),0.1,-3,4,1,-18,1,-4,-2,-9
COc1cc(Br)cc(CN2CCN(C/C=C/c3ccccc3)CC2)c1O,3.5,-13,-32,-5,96*,8,-28,-2,-24
O=C(Nc1ccc(OC(F)F)c(Cl)c1)C(c1ccccc1)c1ccccc1,2.6,-8,-14,-12,15,4,-12,0,10
CC(C)[C@H](NS(=O)(=O)c1ccc2c(c1)OCCO2)C(=O)OCC(=O)Nc1ccccc1,2.2,-5,-1,-1,-10,5,-5,-5,-8
O=C(NC(Cc1ccccc1)C(=O)O)/C(=C\c1ccccc1F)NC(=O)c1ccccc1 (stereo not given),0.3,-6,5,-4,-1,0,-8,-1,11
Cn1nc(C2CC2)cc1NC(=O)C1(C)CCN1C(=O)CC(c1ccccc1)c1ccccc1 (stereo not given),0.0,-9,4,·,-18,0,·,-17,-20
O=C(C[C@H]1C[C@H](C(=O)N2CCOCC2)[C@@]2(CCC3CCCC3)c3[nH]c4cc(-c5ccco5)ccc4c3CCN2C1=O)NCC12CC3CC(CC(C3)C1)C2,0.5,-2,11,·,-12,1,-29,-1,-10

# (list continues)
SMILES,M1 ag parental,M1 ag,M1 PAM,OXTR potentiator,M1 antag,CHRM4 agonist,CHO parental Ca,M4 antag,CHO-K1 Ca antag
CC(C)NCCCCOc1ccc(Br)cc1Cl,1.8,-12,1,-13,3,5,-9,-1,-1
Cc1cc(OC(=O)c2ccccc2F)c([N+](=O)[O-])c(=O)[nH]1,0.2,-1,0,1,3,2,-13,-5,-12
O=C(c1cccc(C(F)(F)F)c1)C1CCCN(Cc2cccc(OCCO)c2)C1 (stereo not given),3.6,-11,-31,-12,39*,10,-14,13,9
COc1ccc2c3n([n+]([O-])c2c1)CCN=C3c1ccc(C)cc1,-0.3,-5,8,-4,0,2,-6,0,-7
C/C(CC(=O)Nc1cc(Cl)ccc1C)=N\NC(N)=O,0.0,-1,5,-2,2,1,-14,-15,1
Cc1ccc(C(=O)NC(=S)Nc2cccc(NC(=O)c3ccccc3Cl)c2)cc1[N+](=O)[O-],-0.1,-4,5,-6,-3,2,-7,-1,2
O=C(COC(=O)[C@@H]1CC(O)CN1S(=O)(=O)c1ccc(Cl)cc1)NC(=O)NCc1ccccc1 (stereo not given in full),0.0,-2,4,-12,-12,2,-5,-5,1
C/C(=N\NC(=O)c1cc(C(C)C)[nH]n1)c1ccco1,0.2,-7,8,-9,-4,1,8,10,4
CCC(C)[C@H](NC(=O)N1CCC(C)CC1)C(=O)OC (stereo not given in full),-0.1,-5,3,-2,-4,0,0,-3,2
CCOc1ccc(CN(C)C(=O)NNC(=O)c2ccc(C)cc2)cc1OC,-0.3,7,16,-7,0,1,4,-13,-14
Cc1ccc(C)c(N2CCN(C(=O)c3ccc(CSc4nc5ccncc5[nH]4)cc3)CC2)c1,9.6,0,-15,-25,18,15,44*,8,3
Cc1ccccc1CN1CCN(CC2CC3C=CC2C3)CC1 (stereo not given),0.3,-6,-21,-7,54*,2,-21,44*,4
COC(=O)C1=C(C)NC(C)=C(C(=O)O[C@@H]2CCCN(Cc3ccccc3)C2)[C@@H]1c1cccc([N+](=O)[O-])c1,0.8,-4,-2,-1,-25,0,-15,-8,-3
CC(C)CC(=O)NC(c1ccccc1Cl)c1c(O)ccc2ccccc12 (stereo not given),-0.3,-6,6,-1,-8,2,-12,-11,-3
CCOC(=O)c1c(CN(CC)CC)n(-c2ccccc2)c2ccc(O)cc12,0.9,-8,-1,-7,8,0,-19,-4,-9
Nc1c(-c2ccccc2)cnc2cc(-c3ccccc3)nn12,-0.2,-1,3,·,-5,1,·,-11,-10
CC(C)N(C(=S)NC1CC2CCC1C2)c1ccccc1 (stereo not given),2.1,-6,9,-8,2,1,1,-2,-22
O=C(CSc1ncn[nH]1)NCc1ccc2c(c1)OCO2,2.2,-4,8,-8,-18,3,2,-2,-24
O=C(COC(=O)CSc1ccc(F)cc1)NCc1ccco1,-0.2,2,17,-10,-6,1,-7,-17,6
CC12CC(O)C3c4ccc(O)cc4CCC3C1CCC2=O (stereo not given),2.4,-2,2,-11,3,4,-19,-19,-18
COc1ccc(OCC(=O)Nc2ccc3oc(-c4ccncc4)nc3c2)cc1,0.5,-5,2,-8,-12,0,-6,0,-5
Cc1ccc(Oc2ccc(NC(=O)CCC(=O)OCC(=O)c3cccs3)cc2)cc1C,0.8,-4,3,2,1,1,4,2,-7
COc1ccc(OCCC(=O)OCC(=O)NCc2ccccc2OC)cc1,3.1,-3,6,4,-12,2,-16,-14,7
CCOc1cc(/C=N/Nc2ccccc2Cl)ccc1OCC(=O)O,-0.3,-5,-5,-4,0,0,-2,9,-2
CC12CCCC(=O)C1CCC(=Cc1ccco1)C2=O (stereo not given),0.9,-8,2,·,-11,1,·,7,-2
CCOc1ccc(S(=O)(=O)NCc2ccc(C)cc2)c2cccnc12,0.5,-4,1,-2,-1,2,-13,3,-7
O=C(Cc1sc(Nc2ccccc2)nc1-c1ccccc1)NCc1ccccn1,1.9,0,7,-5,-4,2,-15,0,-12
COc1ccc(CNC(=O)C2CCCN2C(=O)NC2CCCCC2)cc1 (stereo not given),0.1,-3,4,-9,-12,0,-8,4,10
CCOc1ccc2[nH]c(=O)c(C(c3nnnn3CCOC)N3CCOCC3)cc2c1 (stereo not given),0.6,-2,4,-10,-14,2,5,21,-24

# Entries of single compounds, looked up by structure:
# O=C(COC(=O)CSc1ccc(F)cc1)NCc1ccco1 is entered as M1 ag parental: -0.2; M1 ag: 2; M1 PAM: 17; OXTR potentiator: -10; M1 antag: -6; CHRM4 agonist: 1; CHO parental Ca: -7; M4 antag: -17; CHO-K1 Ca antag: 6
# CC12CC(O)C3c4ccc(O)cc4CCC3C1CCC2=O (stereo not given) is entered as M1 ag parental: 2.4; M1 ag: -2; M1 PAM: 2; OXTR potentiator: -11; M1 antag: 3; CHRM4 agonist: 4; CHO parental Ca: -19; M4 antag: -19; CHO-K1 Ca antag: -18
